Source: PubChem
PKM2 activator: qHTS Assay for Activators of Human Muscle isoform 2 Pyruvate Kinase; Pyruvate kinase PKM (Homo sapiens), P14618; purified PKM2, Kinase-Glo ATP luminescence, activation; response scale: 0% is enzyme alone, no compound; Potency, µM (top dose mostly 57.5 µM), without a hit: at the top dose activation, actives largely listed as activators; 260,000 tested, 0.34% active; also: potency is read from the fitted curve at half-maximal effect; % is scaled to controls: 0 for no effect and ±100 for the full control effect; nearly all actives have a fitted effect of over 55% in size
Target sequence (P14618 whole entry, looked up, canonical isoform): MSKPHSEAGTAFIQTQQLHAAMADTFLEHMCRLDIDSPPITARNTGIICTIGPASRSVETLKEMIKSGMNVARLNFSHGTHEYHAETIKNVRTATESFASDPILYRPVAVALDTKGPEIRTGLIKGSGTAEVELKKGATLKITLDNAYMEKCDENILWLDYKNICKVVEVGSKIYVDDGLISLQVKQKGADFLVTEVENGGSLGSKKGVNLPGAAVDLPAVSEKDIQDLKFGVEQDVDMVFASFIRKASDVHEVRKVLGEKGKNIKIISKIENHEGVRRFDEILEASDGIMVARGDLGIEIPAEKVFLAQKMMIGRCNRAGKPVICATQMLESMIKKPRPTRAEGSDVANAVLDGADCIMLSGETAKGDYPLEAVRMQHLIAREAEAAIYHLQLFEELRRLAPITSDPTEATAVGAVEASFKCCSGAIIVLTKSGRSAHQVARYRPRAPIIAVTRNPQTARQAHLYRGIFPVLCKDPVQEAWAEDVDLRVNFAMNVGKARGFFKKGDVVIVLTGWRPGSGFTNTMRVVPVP
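Purified hPK-M2 (>95%) run at intermediate activity with 0.1 mM ADP and 0.5 mM PEP in 50 mM imidazole pH 7.2, KCl, MgCl2; 1 h room temperature. ATP formed read by Kinase-Glo luminescence; normalized to uninhibited and no-enzyme controls.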
BCR signal inh: qHTS Assay to Find Inhibitors of Chronic Active B-Cell Receptor Signaling; AID 493014, 2011; Potency, µM (doses to about 46.1 µM), for inactives: top-dose ratio change, negative = lower green/red ratio, hits mostly inhibitors; ABC-DLBCL IkBa-CBG/CBR reporter, luminescence ratio, 4 h; 340,000 tested, 0.05% active; active = well fitted inhibition curve with a large enough effect in the signal ratio, with a control signal flat, not every such curve was filed as active; inconclusive = small, poorly fitted or top-dose-only effect, or effect the other way, or a change in a side signal; the % refers to the signal ratio;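 also: potency is read from the fitted curve at half-maximal effect; plate controls were basal doxycycline-induced cells for no effect and cells given 10 µM MG132 for full effect; MG132 reads +100%, hits lower the ratio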
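TMD8 human ABC-DLBCL cells with doxycycline-inducible IκBα–green luciferase fusion and unfused red luciferase, in 0.5% FBS medium; compounds up to 46 uM, 4 h at 37C. Green/red luminescence ratio, filter-overlap corrected, fitted to concentration-response curves.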
Menin-MLL TR inh: qHTS Assay for Inhibitors Targeting the Menin-MLL Interaction in MLL Related Leukemias: Competition With Texas Red Labeled MLL-derived Mutant Peptide | O00255 | Menin + Texas Red MLL mutant peptide, fluorescence polarization | Potency, µM (doses to about 61.6 µM), for inactives: at the highest dose FP activity change, negative = inhibition, usual class: inhibitors | 270,000 tested, 0.23% active | AID 1768, 2009; active = well fitted inhibition curve with a large enough effect in the polarisation, with a control signal flat, not every such curve was filed as active; inconclusive = small, poorly fitted or top-dose-only effect, or effect the other way, or a change in a side signal; inactive = no such curve, though single readings can be large or run the other way; the % refers to the polarisation; also: potency is read from the fitted curve at half-maximal effect; % of control where 0% means no effect; many of its hits are not listed in these tables
hERG WT inh: qHTS for Inhibitors of KCHN2 3.1: Wildtype qHTS; U2OS, BacMam KCNH2, thallium flux FluxOr; active compounds read low; Voltage-gated inwardly rectifying potassium channel KCNH2 (Homo sapiens), Q12809; activity change, % at 1.84 µM; 340,000 tested, 0.37% active;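 active = maximum activity change below -70%; inconclusive = maximum activity change between -70% and -50%; inactive = maximum activity change above -50%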; also: % is scaled to controls: 0 for no effect and ±100 for the full control effect
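U2OS cells transduced with wild-type KCNH2 virus are loaded with FluxOr dye for 45 min, and thallium flux is measured in kinetic reads before and after stimulation buffer. Rate constants are normalized to DMSO controls.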
ASM inhibitor: Inhibitors of Secretory Acid Sphingomyelinase (S-ASM): qHTS; 340,000 tested, 0.006% active; AID 504937, 2011; Sphingomyelin phosphodiesterase (Homo sapiens), P17405; placental ASM, HMU-PC fluorogenic substrate, 60 min; Potency, µM (titrated, usually from 57.5 µM), inactives show at the top dose activity change, negative = inhibition, most hits filed as inhibitors; also: potency is read from the fitted curve at half-maximal effect
Target sequence (P17405 47-631 limits assumed): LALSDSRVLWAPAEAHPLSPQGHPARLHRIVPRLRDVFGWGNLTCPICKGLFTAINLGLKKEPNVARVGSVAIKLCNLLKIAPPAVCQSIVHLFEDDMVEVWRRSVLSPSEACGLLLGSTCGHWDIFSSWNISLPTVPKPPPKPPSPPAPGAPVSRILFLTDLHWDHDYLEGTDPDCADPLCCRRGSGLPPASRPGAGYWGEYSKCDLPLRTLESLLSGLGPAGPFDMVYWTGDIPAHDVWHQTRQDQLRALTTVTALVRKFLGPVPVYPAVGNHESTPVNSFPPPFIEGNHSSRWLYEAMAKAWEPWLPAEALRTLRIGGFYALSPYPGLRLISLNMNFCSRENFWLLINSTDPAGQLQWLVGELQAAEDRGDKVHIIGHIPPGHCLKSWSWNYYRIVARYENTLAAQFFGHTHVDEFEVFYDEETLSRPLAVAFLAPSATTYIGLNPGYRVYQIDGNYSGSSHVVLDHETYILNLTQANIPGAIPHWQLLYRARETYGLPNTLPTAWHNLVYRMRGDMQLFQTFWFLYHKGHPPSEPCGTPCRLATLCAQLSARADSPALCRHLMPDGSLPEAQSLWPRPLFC
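Human placenta-derived ASM preincubated with compound 10 min at room temperature, then reacted with 9 uM (final) fluorogenic HMU-PC substrate for 60 min at 37 C. Stop solution raises pH to 10; fluorescence read at Ex 386/Em 447 nm.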
TSHR antag: Antagonists of the Thyroid Stimulating Hormone Receptor: HTS campaign; Thyrotropin receptor (Homo sapiens), P16473; TSHR-expressing cells, TSH-stimulated cAMP HTRF, 2 h; active compounds read low; activity change, negative = inhibition, % at 11.5 µM; 330,000 tested, 0.2% active; AID 504810, 2011;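 active = activity change below a set negative limit, meaning inhibition stronger than a set level, cut at about -70% in these data; inconclusive = activity change between two set negative limits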; also: % is scaled to controls: 0 for no effect and ±100 for the full control effect
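TSHR-expressing cells were treated with compounds, then stimulated with TSH at EC80 (4nM final) for 2 hours at 37 deg C. Cellular cAMP was measured by HTRF competition between lysate cAMP and cAMP-d2 for a cryptate-labelled anti-cAMP antibody.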
GALK inhibitor: qHTS Assay for Inhibitors of Human Galactokinase (GALK); P51570; Purified GALK, Kinase-Glo residual ATP luminescence; Potency, µM (doses to about 57.5 µM), inactives show at the top dose activity change, negative = inhibition, actives largely listed as inhibitors; 270,000 tested, 0.007% active; AID 1868, 2009; also: potency is read from the fitted curve at half-maximal effect; % is scaled to controls: 0 for no effect and ±100 for the full control effect
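Galactose (100 uM) and ATP (35 uM) were turned over by 5 nM GALK for 1 h at RT. Kinase-Glo Plus then converted the remaining ATP into a luminescent signal.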
USP2a block: qHTS Assay for Inhibitors of Ubiquitin-specific Protease USP2a Using CHOP2 as the Reporter. USP2 core, Ub-CHOP2 coupled fluorogenic reporter, 485/531. 330,000 tested, 0.01% active. Potency, µM (doses to about 38.3 µM), inactives show at the highest dose activity change, negative = inhibition, hits mostly inhibitors. Ubiquitin carboxyl-terminal hydrolase 2 (Homo sapiens), O75604;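 also: potency is read from the fitted curve at half-maximal effect; plate controls were DMSO wells for no effect and full inhibition by NEM control for full effect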
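Cell-free coupled assay: 10nM USP2 core preincubated 30min RT with compound in Tris-HCl pH 8.0/CaCl2/CHAPS buffer, then 25nM Ub-CHOP2 and 25nM reporter substrate; fluorescence (Ex 485/Em 531) read after 60min RT, normalized to NEM inhibition, concentration-response curves fitted.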
Eya2 phos inh: qHTS Assay for Inhibitors of the Phosphatase Activity of Eya2; Protein phosphatase EYA2 (Homo sapiens), O00167; recombinant Eya2, OMFP fluorescence dephosphorylation (OMFP is methylfluorescein phosphate); Potency, µM (series often up to 76.9 µM), without a hit: top-dose activity, negative = inhibition, most hits filed as inhibitors; 330,000 tested, 0.006% active; AID 488837, 2010; also: potency is read from the fitted curve at half-maximal effect; % is scaled to controls: 0 for no effect and ±100 for the full control effect
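Eya2 (0.2 uM) preincubated 10 min at ambient with compound, then OMFP substrate added at 50 uM; 10 min reaction in 50 mM HEPES pH 7.5, 50 mM NaCl, 5 uM MgCl2, 0.05% BSA, 1 mM DTT. Fluorescence read at Ex 485/Em 525 nm.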
MBNL1-CUG inh: qHTS Assay for Inhibitors of MBNL1-poly(CUG) RNA binding; Potency, µM (series often up to 57.5 µM), for inactives: at the top dose activity change, negative = inhibition, usual class: inhibitors; 280,000 tested, 0.036% active; Muscleblind-like protein 1 (Homo sapiens), Q9NR56; TR-FRET MBNL1-His/biotin-(CUG)12 binding, 665/545 ratio; AID 2675, 2010; active = well fitted inhibition curve with a large enough effect in the signal ratio, with a control signal flat, not every such curve was filed as active; inconclusive = small, poorly fitted or top-dose-only effect, or effect the other way, or a change in a side signal; inactive = no such curve, though single readings can be large or run the other way; the % refers to the signal ratio; also: potency is read from the fitted curve at half-maximal effect; % is scaled to controls: 0 for no effect and ±100 for the full control effect
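Compounds (final 92 nM to 58 uM) are added to His-tagged MBNL1 and biotin-(CUG)12, then terbium anti-His antibody and streptavidin-XL665 (5 nM final). After 60 min at room temperature, the 665/545 nm ratio is read.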
Mito fusion yeast: qHTS Assay for Small Molecule Inhibitors of Mitochondrial Division or Activators of Mitochondrial Fusion. S. cerevisiae fusion-defective mutant growth rescue, CellTiterGlo 48 h. Potency, µM (titrated, usually from 46.1 µM), without a hit: top-dose growth rescue (activation), hits mostly activators. 320,000 tested, 0.23% active. AID 485298, 2010;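 also: potency is read from the fitted curve at half-maximal effect; % of control where 0% means no effect; nearly all actives have a fitted effect of over 45% in size; temperature-sensitive fusion mutants such as fzo1-1 at 37 °C on non-fermentable ethanol glycerol medium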
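Read-out: ATP-based luminescence (CellTiterGlo, 10 min ambient) reporting growth of fusion-defective ts yeast after 48 hours at 37C on glycerol/ethanol YPEG medium in the presence of compound.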
Active calls of the source: *; i = inactive; ? = inconclusive; nt = not tested or not shown; [ ] = another dose, or the depositor's remark. Unless noted, calls follow the shape of the dose curve; as a rule, active = well fitted curve in the direction sought with a large enough effect; inconclusive = small, poorly fitted or top-dose-only effect, or another doubt; inactive = no such curve, though single readings can be large; an effect the other way counts as inactive or inconclusive. Some of the compounds tested; count on the stated rates, not on these rows.

SMILES | PKM2 activator | BCR signal inh | Menin-MLL TR inh | hERG WT inh | ASM inhibitor | TSHR antag | GALK inhibitor | USP2a block | Eya2 phos inh | MBNL1-CUG inh | Mito fusion yeast
NS(=O)(=O)c1ccc(NC(=O)c2ccc3c(c2)OCO3)cc1 | nt | ? | ? | -6 | -3% | 8 | -2% | -1% | -1% | 5% | 0%
COc1ccc(C2CC(c3ccccc3)=NN2C(=O)COC(=O)C2(C)CC2(Cl)Cl)cc1 (stereo unspecified) | 5% | 1% | 4% | -3 | 2% | -4 | 1% | 5% | -22% | 6% | 14%
O=C(NC(=S)N1CCN(Cc2ccccc2)CC1)c1cccnc1 | -2% | -1% | 6% | i | -1% | 19 | 7% | 0% | -26% | 7% | -9%
O=c1[nH]c2ccccc2c(O)c1SCCO | -5% | -9% | 27% | 6 | -1% | 3 | 5% | 2% | -11% | -13% | 4%
CCOc1ccc(OCCC(=O)OCC(=O)Nc2ccc(C)c(S(=O)(=O)N3CCCCC3)c2)cc1 | nt | -3% | nt | -8 | -15% | -22 | nt | 2% | -20% | nt | -3%
COc1ccc(CCNC(=O)CN(C)S(=O)(=O)c2cccs2)cc1OC | -5% | 1% | 15% | 12 | 0% | 6 | -3% | 4% | 10% | 5% | 1%
CCCCN(C(=O)C1CC(=O)N(c2ccc3c(c2)OCCO3)C1)c1c(N)n(CCCC)c(=O)[nH]c1=O (stereo unspecified) | nt | 3% | nt | 0 | 11% | -5 | nt | 0% | 7% | nt | -1%
Cn1c(C(=O)NC2CCCCCC2)cc2c(=O)n(C)c3ccccc3c21 | 12% | 9% | -14% | 2 | -14% | -10 | 1% | -1% | 6% | 3% | 1%
C=CCNC(=O)C1CCN(c2ccc(S(=O)(=O)N3CCOCC3)cc2[N+](=O)[O-])CC1 | 2% | 1% | -10% | -5 | 0% | -5 | 7% | 0% | 2% | ? | 1%
O=C(CCl)Nc1cccn2ncnc12 | -11% | -5% | -10% | -9 | 4% | 5 | -2% | 1% | 24% | -1% | -5%
COc1cccc(-n2nc(-c3ccnn3-c3ccc(F)cc3)c(=O)n(C)c2=O)c1 | -1% | ? | 4% | -16 | 0% | -4 | 2% | 0% | 13% | ? | 9%
CO/N=C(\c1nonc1N)N1CCN(c2ccc(Cl)cc2[N+](=O)[O-])CC1 | 4% | 9% | ? | 10 | -9% | -25 | -2% | -2% | -4% | ? | 2%
CC(=O)n1cc(C2C(=O)CCCC2=O)c2ccccc21 | 0% | ? | 8% | 4 | 1% | -7 | 3% | 0% | 3% | 1% | 3%
COc1ccc(NC(=O)c2ccccc2NC(=O)NC2CCCCC2)cc1 | 0% | 0% | ? | 6 | -11% | 1 | 0% | -8% | -1% | 0% | 3%
CC(C)NC(=O)COc1coc(CN2CCN(c3ccccc3)CC2)cc1=O | nt | -7% | nt | 38 | -3% | -4 | -2% | 3% | 1% | -1% | 2%
CC(=O)c1ccc(S(=O)(=O)N2CCN(CC(=O)NC(=O)NC3CCCCC3)CC2)cc1 | nt | -2% | nt | -39 | 2% | 5 | nt | 1% | -10% | nt | -5%
Cc1ccccc1Cn1nnc(-c2cccc(C(=O)O)c2)n1 | 0% | 5% | -6% | 7 | 13% | -8 | 0% | 1% | 17% | 1% | 4%
Cc1ccc(CNC(=O)CN2CCN(Cc3ccc(Cl)cc3)C2=O)cc1 | 4% | 17% | ? | -3 | -3% | 2 | 0% | 5% | 8% | -1% | -6%
CC(Oc1ccc(Br)cc1)C(=O)Nc1nnc(C2CC2)s1 (stereo unspecified) | nt | 4% | nt | -4 | -1% | 5 | nt | 1% | 6% | nt | -3%
COC(=O)c1ccc(-c2ccc(/C=N/N3C(=O)C4C5C=CC(C6CC56)C4C3=O)o2)cc1 (stereo unspecified) | -3% | ? | 17% | 37 | 48%[activator] | -20 | 2% | 0% | 0% | nt | 0%
Cc1onc(-c2ccccc2)c1C(=O)OCC(=O)N1CCN(c2ccccc2)CC1 | nt | 2% | nt | 0 | -1% | -18 | nt | -3% | -15% | nt | 14%
O=C1NCC(c2ccccc2)C1C(=O)N/N=C\c1ccc(-c2ccc(Cl)c(Cl)c2)o1 (stereo unspecified) | 10% | 7% | -6% | -2 | -4% | -6 | 0% | 2% | -6% | 4% | -8%
CC1(C)SC(=S)N(NC(=O)Nc2ccccc2)C1N(O)C(=O)Nc1ccccc1 (stereo unspecified) | -1% | 2% | ? | 11 | -6% | 12 | -3% | 3% | -6% | 3% | 1%
O=C(NCCc1ccccc1)/C(=C\c1ccc([N+](=O)[O-])cc1)NC(=O)c1ccccc1 | 11% | 7% | -10% | 23 | -3% | -4 | 1% | 1% | -15% | 25% | -1%
NC(=O)c1ccc(NC(=O)c2cnc3ccccc3n2)cc1 | -4% | ? | nt | 3 | -4% | 8 | nt | 3% | 18% | ? | 1%
Nc1nccc(/C=C/c2ccc(Cl)cc2)n1 | -17% | ? | nt | 5 | 52%[activator] | -10 | 15% | 2% | 8% | ? | -3%
CC(C)CNC(CC(=O)Nc1cccc([N+](=O)[O-])c1)C(=O)O (stereo unspecified) | -1% | 6% | -19% | 4 | 0% | -1 | 1% | 2% | 1% | nt | -1%
COc1ccc(NC(=S)NC(NC(=O)c2cccc(C)c2)C(Cl)(Cl)Cl)c([N+](=O)[O-])c1 (stereo unspecified) | 0% | 13% | ? | 4 | -16% | -3 | 0% | 3% | 1% | ? | 2%
CN(Cc1ccncn1)C(=O)CC1C(=O)NCCN1Cc1cccc(Oc2ccccc2)c1 (stereo unspecified) | 3% | 0% | -21% | 27 | -1% | 6 | -3% | 12% | 4% | 1% | -3%
CC(C)[C@H](NS(=O)(=O)c1cccc(Cl)c1)C(=O)OCC(=O)NC(=O)CN1CCCC1=O | nt | 0% | nt | 0 | 0% | 19 | nt | 4% | 14% | nt | -1%
Cc1cc(Nc2c(C)n(C)n(-c3ccccc3)c2=O)n2c(nc3cc(F)c(F)cc32)c1C#N | -1% | ? | nt | -12 | 125% | -4 | -4% | -11% | 2% | 3% | -1%
CCOC(=O)Cc1csc(NC(=O)c2ccc3ccccc3n2)n1 | -1% | ? | 11% | -3 | -3% | -21 | 2% | -1% | 3% | ? | -6%
Cc1ccccc1C(=O)/C=C1\NC(=O)CS1 | 14% | -5% | -11% | -7 | -2% | 22 | 0% | 3% | -4% | 7% | -8%
CC(=O)N(c1ccccc1)C1CC(C)N(C(=O)c2ccccc2)c2ccccc21 (stereo unspecified) | 1% | ? | ? | -1 | 1% | 18 | 6% | 0% | 5% | 1% | -18%
N=c1c(S(=O)(=O)c2ccc(Cl)cc2)cc2c(=O)n3ccccc3nc2n1Cc1ccco1 | 4% | ? | ? | 5 | 247%[activator] | -21 | -5% | -5% | -5% | ? | 9%
CC(CN(C)Cc1ccccc1)OC(=O)c1cccs1 (stereo unspecified) | 2% | ? | 1% | -3 | 2% | -5 | 0% | 0% | 1% | -3% | 0%
